From PubChem BioAssay
inhibitors of VEEV: inhibitors of VEEV TC-83 cytopathic effect, confirmation, Vero cells (AID 588727); hit rate 0.13% among 350,000; Vero cells, VEEV TC-83 cytopathic effect inhibition; higher % means a stronger effect; inhibition, % at 20 µM, or IC50 in µM where a hit was titrated; in the data active = a potency from the dose series; inconclusive = inhibition mostly from about 14% at the one dose, without a potency; inactive = the rest, 99 in 100 with inhibition below about 12%; also: strong numbers were not always called active
M. tuberculosis HTS: M. tuberculosis growth inhibition, HTS (AID 449762); hit rate 0.59% among 330,000; M. tuberculosis H37Rv growth inhibition, 7H9 media; higher % means a stronger effect; inhibition, % at 25 µM; hits with a dose series show IC50 in µM; in the data active = a potency from the dose series; inconclusive = inhibition above about 70% without an active follow-up result;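 also: bacterial growth assessed after seven days of incubation; strong numbers were not always called active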
PhoP GFP inhibition: Inhibition of PhoP regulon, Salmonella typhi GFP reporter cells, confirmation, 4 h (AID 1850); inhibition, % at 50 µM; hits with a dose series show IC50 in µM; hit rate 0.33% among 310,000; Salmonella Typhi PhoP-promoter GFP reporter, fluorescence, 4 h; higher % means a stronger effect; in the data active = a potency from the dose series; inconclusive = inhibition mostly from about 25% at the one dose, without a potency; inactive = the rest, 99 in 100 with inhibition below about 19%;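 also: 0% = induced wells with vehicle and 100% = uninduced wells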
influenza NS1A: NS1A inhibition, H1N1 influenza, cell based functional assay (AID 504329); NS1A functional cell-based assay, percent inhibition; higher % means a stronger effect; inhibition, % at 12.5 µM; hits with a dose series show IC50 in µM; hit rate 0.3% among 340,000; in the data active = a potency from the dose series; inconclusive = inhibition above about 27% without an active follow-up result; also: strong numbers were not always called active
tuberculosis growth: growth inhibition of non-replicating M. tuberculosis (AID 488890); Mycobacterium tuberculosis non-replicating, growth inhibition; higher % means a stronger effect; one-dose inhibition, % at 25 µM; IC50 in µM for titrated hits; hit rate 0.39% among 320,000; in the data active = a potency from the dose series; inconclusive = inhibition mostly from about 82% at the one dose, without a potency; inactive = the rest, 99 in 100 with inhibition below about 76%;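 also: plate controls were DMSO cells for no effect and high antibiotic wells for full effect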
inhibitors of VEEV 10K pilot screen: second read-out of inhibitors of VEEV, no call of its own (marks repeat the call); inhibition, %; measured here: 10K pilot screen inhibition
Active calls of the source: *.

What do the screens show for `O=C(Cc1ccc(F)cc1)NCCS(=O)(=O)N1CCN(c2cccc(Cl)c2)CC1`?
inhibitors of VEEV: 1.6%; M. tuberculosis HTS: 2%; PhoP GFP inhibition: 3%; influenza NS1A: 7%; tuberculosis growth: 20%

How did CN(CCCNC(=O)CSc1cc(=O)n(C)c2cc(Cl)ccc12)Cc1ccccc1 do in these assays?
inhibitors of VEEV: 1.1%; M. tuberculosis HTS: -4%; PhoP GFP inhibition: -1%; influenza NS1A: -1%; tuberculosis growth: 27%

How did NC(=O)COC(=O)CSc1ccc2ccccc2c1 do in these assays?
inhibitors of VEEV: 1.0%; M. tuberculosis HTS: -2%; PhoP GFP inhibition: 2%; influenza NS1A: -9%; tuberculosis growth: 47%

What do the screens show for `CCC(=O)c1ccc(OCC(O)CN2CCCCC2)cc1` (stereo not drawn)?
inhibitors of VEEV: 1.0%; M. tuberculosis HTS: -9%; PhoP GFP inhibition: 8%; influenza NS1A: -7%

Results for CN1OC[C@@H]2CN(C(=O)C(C)(C)C)[C@H](c3cccc(Br)c3)C[C@@H]21 ?
inhibitors of VEEV: inactive; influenza NS1A: -6%

What do the screens show for `COc1ccc(N2CC(C(=O)N3CCC(c4nc5ccccc5[nH]4)CC3)CC2=O)cc1` (stereo not drawn)?
inhibitors of VEEV: 0.5%; M. tuberculosis HTS: 2%; PhoP GFP inhibition: 5%; influenza NS1A: -1%; tuberculosis growth: -6%

Results for Cc1ccc(-n2cc(CNCCN3CCOC3=O)c(-c3cccc(C)c3)n2)cc1 ?
inhibitors of VEEV: inactive; M. tuberculosis HTS: 14%; PhoP GFP inhibition: -13%; influenza NS1A: 7%; tuberculosis growth: 15%

What do the screens show for `O=C(CSc1nc(C2CC2)nc2ccccc12)N1CCCCC1`?
inhibitors of VEEV: 3.6%; M. tuberculosis HTS: 6%; PhoP GFP inhibition: -16%; influenza NS1A: 11%; tuberculosis growth: 8%

How did CCC(CC)N1CCN(C(=O)c2cc(OC)c(OC)c(OC)c2)CC1 do in these assays?
inhibitors of VEEV: 1.4%; M. tuberculosis HTS: -7%; PhoP GFP inhibition: -7%; influenza NS1A: -1%; tuberculosis growth: -10%

Results for O=C(CCS(=O)(=O)Cc1ccccc1)NCc1ccco1 ?
inhibitors of VEEV: 0.9%; M. tuberculosis HTS: 4%; PhoP GFP inhibition: 15%; influenza NS1A: 4%; tuberculosis growth: -12%

How did O=C(CSc1ccc(F)cc1)Nc1ccccc1Br do in these assays?
inhibitors of VEEV: 0.7%; M. tuberculosis HTS: 2%; PhoP GFP inhibition: -4%; influenza NS1A: -3%; tuberculosis growth: inconclusive

How did O=C(CN1CCN(C(=O)c2ccco2)CC1)Nc1ccccc1 do in these assays?
inhibitors of VEEV: 0.6%; M. tuberculosis HTS: 3%; PhoP GFP inhibition: 6%; influenza NS1A: 1%; tuberculosis growth: 10%

Results for COc1cccc(NC(=O)C2CC(=O)N=C(N)S2)c1 (stereo not drawn) ?
inhibitors of VEEV: 0.4%; M. tuberculosis HTS: -11%; PhoP GFP inhibition: 7%; influenza NS1A: 1%; tuberculosis growth: -5%

What do the screens show for `CC(C)CCOCC(=O)Nc1cccc(C(=O)O)c1`?
inhibitors of VEEV: 0.3%; M. tuberculosis HTS: 5%; PhoP GFP inhibition: 4%; influenza NS1A: -2%; tuberculosis growth: 4%

How did CCc1cccc2c1NC(=O)C2=O do in these assays?
inhibitors of VEEV: 0.5%; influenza NS1A: -2%

How did COc1cccc(NC(=O)C2C3CC4OC(=O)C2C4C3)c1 (stereo not drawn) do in these assays?
inhibitors of VEEV: 0.0%; M. tuberculosis HTS: -1%; PhoP GFP inhibition: 4%; influenza NS1A: -12%; tuberculosis growth: -15%

How did O=C(COC(=O)c1cccc(S(=O)(=O)N2CCOCC2)c1)NCc1ccccc1 do in these assays?
inhibitors of VEEV: inactive; M. tuberculosis HTS: 5%; influenza NS1A: 1%; tuberculosis growth: 0%

What do the screens show for `O=C(O)c1cc(O)c2c(c1)[C@@H]([C@H]1c3cc(C(=O)O)cc(O)c3C(=O)c3c(O[C@@H]4O[C@H](CO)[C@@H](O)[C@H](O)[C@H]4O)cccc31)c1cccc(O[C@@H]3O[C@H](CO)[C@@H](O)[C@H](O)[C@H]3O)c1C2=O`?
M. tuberculosis HTS: 12%; tuberculosis growth: 10%

What do the screens show for `O=C(O[C@@H](C(=O)O)[C@@H](OC(=O)c1ccccc1)C(=O)O)c1ccccc1`?
inhibitors of VEEV: 0.0%; M. tuberculosis HTS: -14%; influenza NS1A: -1%; tuberculosis growth: -15%

What do the screens show for `CCn1nnc2sc3c(c2c1=O)CCC(C)C3` (stereo not drawn)?
inhibitors of VEEV: inactive; M. tuberculosis HTS: 5%; PhoP GFP inhibition: 4%; influenza NS1A: 7%; tuberculosis growth: 4%

How did CCOC(=O)N/N=C/c1ccc(OCCSc2ccc(Cl)cc2)c(OCC)c1 do in these assays?
inhibitors of VEEV: 0.5%; M. tuberculosis HTS: 10%; PhoP GFP inhibition: -9%; influenza NS1A: -6%; tuberculosis growth: 19%

How did Cc1ccc(S(=O)(=O)NC2=NCN(C)CN2)cc1[N+](=O)[O-] do in these assays?
inhibitors of VEEV: 0.7%; M. tuberculosis HTS: -2%; PhoP GFP inhibition: -2%; influenza NS1A: -9%; tuberculosis growth: -7%

What do the screens show for `O=C(CSc1ncn[nH]1)NCc1ccc2c(c1)OCO2`?
inhibitors of VEEV: 0.6%; M. tuberculosis HTS: 1%; PhoP GFP inhibition: 5%; influenza NS1A: 8%; tuberculosis growth: 3%

How did Cc1ccc(CS(=O)(=O)Cc2ccc(C(=O)NCc3ccco3)o2)cc1 do in these assays?
inhibitors of VEEV: 0.4%; M. tuberculosis HTS: -6%; PhoP GFP inhibition: -3%; influenza NS1A: -3%; tuberculosis growth: 72%

What do the screens show for `CS(=O)(=O)c1sc(C(=O)NC(=S)Nc2ccc(OC(F)(F)F)cc2)c2c1C=CCC2`?
inhibitors of VEEV: 5.3%; M. tuberculosis HTS: 41%; PhoP GFP inhibition: 6%; influenza NS1A: -19%; tuberculosis growth: 20%

How did COc1cccc(-c2nnc(SCC(=O)N(C(C)C)C(C)C)o2)c1 do in these assays?
inhibitors of VEEV: 1.8%; M. tuberculosis HTS: -7%; PhoP GFP inhibition: -10%; influenza NS1A: -5%; tuberculosis growth: 8%

How did CC(C)Oc1ccc(CNC(=O)Cn2c(=O)oc3ccccc32)cc1 do in these assays?
inhibitors of VEEV: 1.2%; M. tuberculosis HTS: -1%; influenza NS1A: -1%

What do the screens show for `Cc1cccc(OCC(=O)Nc2ccc3oc(=O)ccc3c2)c1`?
inhibitors of VEEV: 0.5%; M. tuberculosis HTS: 22%; PhoP GFP inhibition: 10%; influenza NS1A: -9%; tuberculosis growth: 41%

What do the screens show for `COc1ccccc1Nc1n[nH]c(=S)s1`?
inhibitors of VEEV: 1.8%; M. tuberculosis HTS: -2%; PhoP GFP inhibition: 0%; influenza NS1A: 13%; tuberculosis growth: -23%

What do the screens show for `COc1ccccc1NC(=O)c1cc(C)nc2ccccc12`?
inhibitors of VEEV: 0.8%; M. tuberculosis HTS: 6%; PhoP GFP inhibition: 1%; influenza NS1A: -4%; tuberculosis growth: 8%

How did CCCCN(Cc1nc2ccccc2c(=O)[nH]1)C(=O)CN1C(=O)NC2(CCCCC2)C1=O do in these assays?
inhibitors of VEEV: 3.6%; M. tuberculosis HTS: 0%; influenza NS1A: -9%; tuberculosis growth: -7%

What do the screens show for `CCn1c(CNS(=O)(=O)c2ccc(Cl)cc2)n[nH]c1=S`?
inhibitors of VEEV: 0.2%; M. tuberculosis HTS: -3%; PhoP GFP inhibition: -7%; influenza NS1A: -7%; tuberculosis growth: 5%

How did Cc1cc2[nH]c(=S)[nH]c2cc1C do in these assays?
inhibitors of VEEV: inactive; M. tuberculosis HTS: 1%; PhoP GFP inhibition: -7%; influenza NS1A: 12%; tuberculosis growth: -32%

What do the screens show for `COc1ccc(NC(=O)COc2ccc(S(=O)(=O)N3CCOCC3)cc2C)cc1OC`?
inhibitors of VEEV: 1.2%; M. tuberculosis HTS: 4%; PhoP GFP inhibition: -2%; influenza NS1A: -12%; tuberculosis growth: 4%

Results for CCCOC(=O)Nc1cc(OC)c(Cl)cc1OC ?
inhibitors of VEEV: 4.8%; M. tuberculosis HTS: 5%; PhoP GFP inhibition: -7%; influenza NS1A: 7%; tuberculosis growth: 16%; inhibitors of VEEV 10K pilot screen: 0.3

Results for CCC(CO)NCCNC(CC)CO (stereo not drawn) ?
inhibitors of VEEV: 0.5%; M. tuberculosis HTS: inconclusive; PhoP GFP inhibition: 13%; influenza NS1A: 0%; tuberculosis growth: 45%

What do the screens show for `CCc1ccc(NC(=O)c2cc(C)nn2-c2ccccc2)cc1`?
inhibitors of VEEV: 0.1%; M. tuberculosis HTS: 69%; PhoP GFP inhibition: 1%; influenza NS1A: 19%; tuberculosis growth: 50%

Results for O=C(COc1ccccc1Br)N1CCN(C(=O)c2ccco2)CC1 ?
inhibitors of VEEV: 1.1%; M. tuberculosis HTS: -5%; PhoP GFP inhibition: -1%; influenza NS1A: 20%; tuberculosis growth: 17%

How did CCN1CCN(c2ccc(S(=O)(=O)N3CCCCC3)cc2NC(=O)/C=C/c2cc(OC)ccc2OC)CC1 do in these assays?
inhibitors of VEEV: inconclusive; M. tuberculosis HTS: 29%; PhoP GFP inhibition: -9%; influenza NS1A: -1%; tuberculosis growth: 56%

What do the screens show for `Cc1ccc(NC(=O)Nc2c(Cl)cccc2Cl)cn1`?
inhibitors of VEEV: 1.8%; M. tuberculosis HTS: -7%; PhoP GFP inhibition: -17%; influenza NS1A: 3%; tuberculosis growth: -12%

What do the screens show for `CC(CCc1ccc(O)cc1)NCCc1ccc(O)c(O)c1` (stereo not drawn)?
inhibitors of VEEV: 0.6%; M. tuberculosis HTS: 8%; PhoP GFP inhibition: 3%; influenza NS1A: 10%; tuberculosis growth: -2%

What do the screens show for `COc1ccc(Cn2c(=O)sc3ccccc3c2=O)cc1`?
inhibitors of VEEV: 7.5%; influenza NS1A: -3%

How did COc1ccc(OC)c(S(=O)(=O)NCCc2cn3ccsc3n2)c1 do in these assays?
inhibitors of VEEV: 3.2%; M. tuberculosis HTS: 1%; PhoP GFP inhibition: -4%; influenza NS1A: -4%; tuberculosis growth: 14%

How did Cc1ccc(S(=O)(=O)N2CCCOC2)cc1 do in these assays?
inhibitors of VEEV: inactive; M. tuberculosis HTS: -11%; PhoP GFP inhibition: 4%; influenza NS1A: 1%; tuberculosis growth: -24%

Results for O=C(CCC(=O)N1CCOc2ccccc21)N1CCCCC1 ?
inhibitors of VEEV: 0.1%; M. tuberculosis HTS: -1%; PhoP GFP inhibition: 1%; influenza NS1A: -7%

Results for CC(C)Cn1c(N)c(C(=O)COC(=O)c2c(F)cccc2F)c(=O)n(C)c1=O ?
inhibitors of VEEV: 0.3%; M. tuberculosis HTS: -5%; PhoP GFP inhibition: -12%; influenza NS1A: -5%; tuberculosis growth: 8%

Reprinted at random: 7 compounds from above, in no set order.
Results for O=C(COc1ccccc1Br)N1CCN(C(=O)c2ccco2)CC1 ?
inhibitors of VEEV: 1.1%; M. tuberculosis HTS: -5%; PhoP GFP inhibition: -1%; influenza NS1A: 20%; tuberculosis growth: 17%

Results for CCCOC(=O)Nc1cc(OC)c(Cl)cc1OC ?
inhibitors of VEEV: 4.8%; M. tuberculosis HTS: 5%; PhoP GFP inhibition: -7%; influenza NS1A: 7%; tuberculosis growth: 16%; inhibitors of VEEV 10K pilot screen: 0.3

What do the screens show for `CCn1c(CNS(=O)(=O)c2ccc(Cl)cc2)n[nH]c1=S`?
inhibitors of VEEV: 0.2%; M. tuberculosis HTS: -3%; PhoP GFP inhibition: -7%; influenza NS1A: -7%; tuberculosis growth: 5%

What do the screens show for `O=C(CSc1nc(C2CC2)nc2ccccc12)N1CCCCC1`?
inhibitors of VEEV: 3.6%; M. tuberculosis HTS: 6%; PhoP GFP inhibition: -16%; influenza NS1A: 11%; tuberculosis growth: 8%

How did O=C(CN1CCN(C(=O)c2ccco2)CC1)Nc1ccccc1 do in these assays?
inhibitors of VEEV: 0.6%; M. tuberculosis HTS: 3%; PhoP GFP inhibition: 6%; influenza NS1A: 1%; tuberculosis growth: 10%

What do the screens show for `COc1ccccc1Nc1n[nH]c(=S)s1`?
inhibitors of VEEV: 1.8%; M. tuberculosis HTS: -2%; PhoP GFP inhibition: 0%; influenza NS1A: 13%; tuberculosis growth: -23%

How did COc1cccc(NC(=O)C2C3CC4OC(=O)C2C4C3)c1 (stereo not drawn) do in these assays?
inhibitors of VEEV: 0.0%; M. tuberculosis HTS: -1%; PhoP GFP inhibition: 4%; influenza NS1A: -12%; tuberculosis growth: -15%
